Bioassay records deposited in PubChem by several laboratories.
ABHD4 inh: ABHD4 (mouse) inhibition, primary FP screen; Q8VD66; inhibition, % at 8.92 µM; AID 720543; hit rate 0.54% among 370,000; purified mABHD4, FP-Rh probe fluorescence polarization;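 active = inhibition exceeding the mean over every tested compound plus 3 SD, cut at about 30% in these data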;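 also: 0% = plate median of compound wells and 100% = S159A mutant with DMSO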
Target sequence (Q8VD66 whole entry, looked up): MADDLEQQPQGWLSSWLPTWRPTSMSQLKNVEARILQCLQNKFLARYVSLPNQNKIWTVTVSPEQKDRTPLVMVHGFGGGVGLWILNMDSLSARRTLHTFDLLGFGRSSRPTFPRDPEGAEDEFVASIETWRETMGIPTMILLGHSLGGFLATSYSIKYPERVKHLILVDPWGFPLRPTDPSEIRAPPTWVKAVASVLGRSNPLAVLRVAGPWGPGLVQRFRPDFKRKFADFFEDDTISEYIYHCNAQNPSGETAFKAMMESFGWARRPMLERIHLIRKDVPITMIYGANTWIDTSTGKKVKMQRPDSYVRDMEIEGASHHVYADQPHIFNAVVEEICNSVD
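Test system: mABHD4 protein | Buffer or medium: HEPES pH 7.0 buffer, 150 mM NaCl, 0.01% Pluronic F-127 | Probe or stimulus: FP-Rh fluorescent activity-based probe, added after compound pre-incubation | Timing: Pre-incubation 45 min, probe exposure 60 min, at 25 °C | Technique: Fluorescence polarization, excitation 525 nm, emission 598 nm, BODIPY TMR filters | Repeats: Single well per compound (singlicate)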
rCAG RNA binder: binds r(CAG) RNA repeats. r(CAG) RNA repeat, TO-PRO-1 dye displacement fluorescence. hit rate 1.3% among 370,000. AID 651821. inhibition, % at 3 µM;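 active = inhibition above the plate cutoff, the mean of all test compounds on that plate plus 3 SD, cut at about 35% in these data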;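 also: 0% = DMSO alone and 100% = 100 µM mitoxantrone as full dye displacement; higher means more dye released from RNA so lower well fluorescence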
TCR-CD3 inh: blocks the human TCR-CD3 interaction | TAMRA-labeled TCR probe fluorescence, biochemical | AID 651800 | hit rate 0.37% among 360,000 | inhibition, % at 9.4 µM; in the data active = inhibition above about 19%;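 also: recombinant mutant TCR 2C K166C tagged with TAMRA read by polarization; 0% = receptor in buffer alone and 100% = receptor with positive control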
PRMT1 FP inh: blocks human protein arginine methyltransferase 1. inhibition, % at 2.79 µM. AID 652257. hit rate 1.3% among 370,000. recombinant PRMT1, activity-based probe fluorescence polarization;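 active = inhibition above about 21% made by adding two undisclosed values, limit read from the data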
SIAE primary: human SIAE inhibition, primary screen; hit rate 0.69% among 370,000; Q9HAT2; SIAE FP-Rh probe binding, fluorescence polarization; inhibition, % at 9.66 µM; AID 1053197;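 active = inhibition above a cutoff: mean of compounds within the control limits plus 3 SD of those, cut at about 17% in these data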;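 also: 0% = plate median of compound wells and 100% = probe without SIAE protein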
HTRA1 inhibitor: HTRA1 (human) protease inhibition; Q92743; recombinant HTRA1, FP-rhodamine activity-based probe, fluorescence polarization; inhibition, % at 5.96 µM; hit rate 0.5% among 340,000; AID 504803; in the data active = inhibition above about 36%;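 also: 0% = enzyme with DMSO and 100% = wells lacking enzyme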
UHRF1 binding: UHRF1 methyl-DNA binding inhibition; inhibition, % at 4.4 µM; AID 687016; UHRF1 binding to methylated oligo, TR-FRET; hit rate 0.75% among 370,000; Q96T88; in the data active = inhibition above about 21%;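 also: UHRF1 SRA domain binding a hemimethylated CpG hairpin DNA probe; 0% = median of test compound wells and 100% = reference inhibitor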
MBD2 inh: inhibitors of human MBD2 binding to methylated oligonucleotide; Q9UBB5; TR-FRET; inhibition, % at 4.4 µM; hit rate 0.31% among 370,000; in the data active = inhibition above about 13%
Target sequence (Q9UBB5 whole entry, looked up): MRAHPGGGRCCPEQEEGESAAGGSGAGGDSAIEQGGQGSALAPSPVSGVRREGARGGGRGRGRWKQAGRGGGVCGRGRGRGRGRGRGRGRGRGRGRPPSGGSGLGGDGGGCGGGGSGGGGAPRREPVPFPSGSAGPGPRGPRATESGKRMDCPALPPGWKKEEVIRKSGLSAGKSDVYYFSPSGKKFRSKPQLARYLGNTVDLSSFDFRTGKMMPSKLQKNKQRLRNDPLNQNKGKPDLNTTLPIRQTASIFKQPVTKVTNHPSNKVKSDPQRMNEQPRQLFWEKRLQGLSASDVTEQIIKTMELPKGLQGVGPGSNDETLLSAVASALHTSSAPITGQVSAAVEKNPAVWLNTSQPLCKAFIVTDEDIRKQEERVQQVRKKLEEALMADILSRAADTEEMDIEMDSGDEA
NPR2 activator: GC-B (human) receptor activation | hit rate 0.11% among 370,000 | HEK293-GC-B cells, CNP EC30, cGMP TR-FRET; 0% at EC30 CNP, 100% saturating CNP | P20594 | activation, % at 10 µM | AID 1920062;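 active = activation at 10 µM reaching about 35% in either raw or pattern-adjusted values, limit read from the data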
NPR1 activator: GC-A (human) enzyme activation | activation, % at 10 µM | AID 1671463 | HEK293 GC-A cells, cGMP TR-FRET, EC30 ANP; 0% at EC30 ANP, 100% saturating ANP | hit rate 0.14% among 370,000; in the data active = activation above about 40%
* = called active by the depositor; x = no result given. Not all compounds are listed; rates above refer to the full screens.

SMILES | ABHD4 inh | rCAG RNA binder | TCR-CD3 inh | PRMT1 FP inh | SIAE primary | HTRA1 inhibitor | UHRF1 binding | MBD2 inh | NPR2 activator | NPR1 activator
Cn1nnnc1Sc1ncnc2scc(-c3cnc(N)nc3)c12 | 2 | x | x | -2 | -1 | x | -1 | -1 | -4 | 2
Cc1nc(NC(=O)/C=C/c2ccccc2)sc1C(=O)Nc1ccccc1Cl | -5 | 2 | -1 | 2 | 1 | 4 | -1 | -2 | -5 | 1
O=S1(=O)c2cccc3cccc(c23)N1Cc1nnc(-c2ccccc2Br)o1 | -8 | 11 | 2 | -2 | -1 | -24 | -5 | -1 | 11 | 4
CN(CCOc1ccc(Cl)cc1)C(=O)c1cc(S(=O)(=O)N2CCOCC2)ccc1N1CCCC1 | -5 | 1 | -5 | 3 | -4 | -2 | 2 | 1 | -14 | -8
Cc1nc2ccc(S(=O)(=O)NCC(=O)N(C)Cc3ccccc3F)cc2s1 | 2 | 0 | x | 8 | 5 | x | -1 | 4 | 9 | 4
Cc1ccc(NC(=O)Cc2cccc(F)c2)c(S(=O)(=O)N2CCOCC2)c1 | 1 | -1 | x | 1 | -3 | x | 1 | -5 | -2 | -1
Cc1sc2nc(SCC(N)=O)n(-c3ccccc3)c(=O)c2c1C | 1 | 0 | 1 | -2 | 1 | -6 | -3 | -5 | -19 | -31
CCc1nccn1CC(=O)c1ccc(O)c(O)c1 | 6 | x | x | 1 | 1 | x | 13 | 4 | -3 | 1
Cc1nccn1CCCNC(=O)CC1C(=O)NCCN1Cc1ccccc1C(F)(F)F (centres undefined) | 7 | -3 | 7 | 3 | 3 | 2 | -1 | -1 | 5 | 2
CC(C)n1c(SCC(=O)Nc2nc3c(s2)CCCC3)nc2c1c(=O)n(C)c(=O)n2C | -1 | -2 | 6 | -1 | 2 | -7 | 2 | 0 | -1 | -6
CC1CCCCN1CCCNC(=O)c1ccc2nc(N3CCCCC3)sc2c1 (centres undefined) | 3 | 7 | 2 | -4 | -1 | -1 | 1 | -10 | -2 | -1
CN(C)S(=O)(=O)c1ccc(C(=O)NCC(=O)N/N=C/c2ccccc2)cc1 | 0 | 2 | 7 | -1 | 3 | 8 | -2 | 4 | 3 | 4
CCN(CC(=O)Nc1ccc(NC(C)=O)cc1)C(=O)/C=C/c1ccc(C)o1 | 1 | 3 | 6 | 24* | -4 | 9 | -2 | 0 | -2 | -2
Cn1nc(NC(=O)C(F)(F)F)c2ncc(-c3ccc(Cl)cc3)nc21 | 3 | 0 | 5 | -5 | 8 | -1 | -7 | 0 | -2 | 4
CCN(CC(=O)NCc1ccc(Cl)cc1)C(=O)c1cccc(S(=O)(=O)Nc2ccc(OC)cc2)c1 | -3 | 1 | 2 | 0 | -6 | -7 | 0 | -2 | -6 | -6
O=C(Nc1cc(C(F)(F)F)ccc1N1CCCC1)C1=COCCO1 | -1 | -3 | 7 | -1 | 12 | 0 | 0 | 4 | 1 | -3
CC(=O)Nc1ccc(NC(=O)c2c([N+](=O)[O-])cnn2C)cc1 | 1 | -2 | 8 | -1 | 11 | 3 | -4 | -1 | 3 | -3
Cn1c(=O)c2c(ncn2C)n(C)c1=O | 2 | -1 | -8 | -2 | -3 | 4 | 1 | 3 | 5 | 6
O=C(OC12CCCN(C1)/C(=C/c1ccc(Cl)cc1)C2)c1cccc(F)c1 (centres undefined) | -3 | -1 | x | 2 | -4 | x | -1 | -6 | -13 | -5
Clc1ccc(CSc2nnc(-c3ccccn3)n2Cc2cccs2)cc1Cl | -2 | 2 | 0 | -3 | 1 | x | 3 | -1 | -6 | -13
O=C(OCc1ccc(-c2ccccc2)cc1)c1cccc(O)c1 | -29 | 8 | -1 | 1 | -11 | -28 | 4 | -1 | 3 | -4
O=S(=O)(c1ccccc1)n1ccc(-c2cnc(-c3ccccc3)s2)n1 | -1 | -1 | 2 | -3 | -21 | -14 | 1 | -5 | -6 | -4
O=C(CCl)N1CCN(S(=O)(=O)Cc2ccccc2)CC1 | -2 | 0 | -3 | 3 | -4 | 10 | -1 | -4 | 4 | 0
O=C(CCNC(=O)c1ccccc1Cl)NC1=NCCS1 | 4 | -1 | 1 | -1 | -1 | -2 | 2 | -4 | 0 | -1
CCOc1ccccc1C(=O)NC1CCNCC1 | -4 | -3 | 10 | -3 | -7 | 2 | 0 | -3 | 0 | 1
O=C(O)COCC(=O)N1CCc2c([nH]c3ccccc23)C1C(F)(F)F (centres undefined) | 2 | 3 | -8 | 2 | 0 | -2 | 1 | 0 | 1 | -3
O=[N+]([O-])c1ccc2nc(-c3ccc(Cl)cc3)[nH]c2c1 | -11 | 18 | 2 | 2 | -3 | -20 | -6 | 1 | 20 | 20
CCc1cc2c(SCC(=O)O)ncnc2s1 | 0 | 1 | 4 | -2 | 1 | -2 | -1 | -3 | 4 | 2
CCCS(=O)(=O)NC(=O)C1(C)CCCN(C(=O)c2c(-c3ccccc3)noc2C)C1 (centres undefined) | 2 | 4 | -10 | 1 | 5 | x | -2 | 1 | 2 | 4
Cc1cc2ccccn2c1C(=O)Nc1ccccc1 | 5 | -1 | -4 | 0 | 4 | -4 | 0 | -5 | 1 | -3
CCOC(=O)CN1C(=O)[C@]2(OCCC=C[C@H]2C)c2cc(OC)ccc21 | 10 | -2 | 1 | 4 | 7 | x | -1 | 8 | 4 | 5
CCN(CC)C(=O)Oc1ccc2ccccc2c1Br | 14 | -6 | 5 | 0 | 1 | -15 | 0 | 3 | -5 | 2
O=C(Nc1ccccc1N1CCCC1)c1cccc(Cl)c1Cl | -4 | 2 | -2 | 6 | 3 | 0 | 5 | 1 | 6 | -4
O=C(Cn1cnc2ccccc21)Nc1ccc(C(=O)O)cc1 | 0 | 0 | 4 | 0 | -4 | 7 | 0 | -4 | 2 | -1
Cc1cc(C(=O)NC2CCCCCC2)c2ccccc2n1 | -18 | 2 | -7 | 9 | -3 | 0 | 8 | 3 | 5 | -2
N#CCOC(=O)[C@H](Cc1ccccc1)N1C(=O)c2ccccc2C1=O | 2 | -1 | -2 | 4 | 4 | 8 | 3 | -4 | -11 | -14
O=C(CCSc1ccc(Cl)cc1)NCc1ccncc1 | 0 | -1 | -10 | 0 | -1 | 3 | 1 | 3 | 2 | 3
COCCN(C(=O)CC1CCCC1)c1c(N)n(CC(C)C)c(=O)[nH]c1=O | 0 | 2 | 6 | -2 | 2 | 0 | 0 | 1 | 6 | 1
FC(F)(F)c1cc(CCN2C(=S)NC[C@@H]2CC2CCCCC2)cc(C(F)(F)F)c1 | -3 | 4 | -3 | 2 | -2 | -4 | 4 | 4 | -2 | 0
OCCC1CN(Cc2ccn[nH]2)CCN1Cc1ccc(F)c(F)c1 (centres undefined) | 6 | -5 | -3 | 1 | 9 | 13 | 0 | 6 | 2 | -3
CCOC1=C/C(=C/c2c(N)n3nc(S(=O)(=O)CC)sc3nc2=O)C=CC1=O | 0 | 18 | 7 | 3 | -1 | 5 | 1 | -6 | -1 | 0
COc1ccc(OC)c(C2CC(=O)C(C)C(c3cc(OC)ccc3OC)N2)c1 (centres undefined) | 4 | -3 | -1 | 2 | 7 | -3 | -2 | 1 | 4 | 5
C=CCn1c(-c2ccc(OC)c(OC)c2)n[nH]c1=S | 2 | -2 | -8 | 2 | 3 | 0 | 0 | -5 | 1 | 0
CCN(CC)CCNC(=O)c1ccc(Cl)c(S(=O)(=O)N2CCCCCC2)c1 | 1 | -8 | 1 | -3 | 6 | 0 | 1 | -6 | -1 | -2
CC(C)(C)n1nnc(CCc2nnn(C(C)(C)C)n2)n1 | 4 | -3 | 8 | -1 | -2 | 2 | 2 | -4 | 1 | 4
COC(=O)C1=C(C)N(Cc2ccc(F)cc2)C(=S)NC1c1cccc(Br)c1 (centres undefined) | -13 | 2 | 6 | 0 | -7 | x | -1 | 3 | -6 | -2
Cc1ccc2[nH]c(C(=O)O)c(NC(=O)[C@@H]3C[C@@H]3c3ccccc3)c2c1 | 7 | 7 | 0 | -1 | 3 | 7 | -1 | 2 | 1 | 1
O=C(NCc1ccccc1)C1=C[C@H](c2ccc(Br)cc2)C[C@H](OCCCCO)O1 | 2 | 5 | -1 | -1 | -2 | -42 | -4 | 4 | -3 | -2

Some of these compounds in order of SMILES length, smallest number first.
SMILES | ABHD4 inh | rCAG RNA binder | TCR-CD3 inh | PRMT1 FP inh | SIAE primary | HTRA1 inhibitor | UHRF1 binding | MBD2 inh | NPR2 activator | NPR1 activator
O=C(CCSc1ccc(Cl)cc1)NCc1ccncc1 | 0 | -1 | -10 | 0 | -1 | 3 | 1 | 3 | 2 | 3
Cc1cc(C(=O)NC2CCCCCC2)c2ccccc2n1 | -18 | 2 | -7 | 9 | -3 | 0 | 8 | 3 | 5 | -2
C=CCn1c(-c2ccc(OC)c(OC)c2)n[nH]c1=S | 2 | -2 | -8 | 2 | 3 | 0 | 0 | -5 | 1 | 0
CC(C)(C)n1nnc(CCc2nnn(C(C)(C)C)n2)n1 | 4 | -3 | 8 | -1 | -2 | 2 | 2 | -4 | 1 | 4
OCCC1CN(Cc2ccn[nH]2)CCN1Cc1ccc(F)c(F)c1 (centres undefined) | 6 | -5 | -3 | 1 | 9 | 13 | 0 | 6 | 2 | -3
N#CCOC(=O)[C@H](Cc1ccccc1)N1C(=O)c2ccccc2C1=O | 2 | -1 | -2 | 4 | 4 | 8 | 3 | -4 | -11 | -14
COCCN(C(=O)CC1CCCC1)c1c(N)n(CC(C)C)c(=O)[nH]c1=O | 0 | 2 | 6 | -2 | 2 | 0 | 0 | 1 | 6 | 1
COC(=O)C1=C(C)N(Cc2ccc(F)cc2)C(=S)NC1c1cccc(Br)c1 (centres undefined) | -13 | 2 | 6 | 0 | -7 | x | -1 | 3 | -6 | -2
CCOC1=C/C(=C/c2c(N)n3nc(S(=O)(=O)CC)sc3nc2=O)C=CC1=O | 0 | 18 | 7 | 3 | -1 | 5 | 1 | -6 | -1 | 0
O=C(NCc1ccccc1)C1=C[C@H](c2ccc(Br)cc2)C[C@H](OCCCCO)O1 | 2 | 5 | -1 | -1 | -2 | -42 | -4 | 4 | -3 | -2
FC(F)(F)c1cc(CCN2C(=S)NC[C@@H]2CC2CCCCC2)cc(C(F)(F)F)c1 | -3 | 4 | -3 | 2 | -2 | -4 | 4 | 4 | -2 | 0
